# Hck-Nef inh = human Hck-Nef kinase inhibition | inhibition, % at 20 µM | P08631 | Recombinant Hck-YEEI plus Nef, Z-Lyte FRET kinase assay | hit rate 0.68% among 220,000;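 active means Hck-Nef kinase inhibition above about 50%, limit read from the data; inactive means inhibition below that limit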;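 further: 0% = DMSO with Hck plus Nef and 100% = Hck alone without Nef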
# Target sequence (P08631 whole entry, looked up): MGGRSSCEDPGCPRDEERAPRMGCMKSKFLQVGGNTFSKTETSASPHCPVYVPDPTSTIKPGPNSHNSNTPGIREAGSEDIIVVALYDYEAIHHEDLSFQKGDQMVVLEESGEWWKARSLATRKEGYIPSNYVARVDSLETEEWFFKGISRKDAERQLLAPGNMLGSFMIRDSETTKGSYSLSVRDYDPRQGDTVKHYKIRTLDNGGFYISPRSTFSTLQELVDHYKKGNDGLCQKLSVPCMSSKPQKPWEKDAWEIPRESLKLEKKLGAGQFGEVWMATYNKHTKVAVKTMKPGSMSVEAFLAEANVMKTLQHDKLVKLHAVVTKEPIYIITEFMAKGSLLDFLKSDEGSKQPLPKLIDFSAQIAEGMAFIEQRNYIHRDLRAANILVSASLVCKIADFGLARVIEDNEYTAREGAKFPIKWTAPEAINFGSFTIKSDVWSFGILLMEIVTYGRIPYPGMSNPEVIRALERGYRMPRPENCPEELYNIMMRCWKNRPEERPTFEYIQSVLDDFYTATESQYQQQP
# Rad51 HR inh = blocks human Rad51 in homologous recombination; Q06609; hRad51 DNA strand exchange, fluorescence dequenching; inhibition, % at 10 µM; hit rate 0.085% among 200,000; AID 1385;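 active means inhibition above 40% at the single screening dose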;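 further: 0% = DMSO control wells and 100% = blanks with heterologous ssDNA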
#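 Material: hRad51 filaments on single-stranded DNA; Reagent: Donor/quencher-labelled 47-bp dsDNA substrate; Compound: 10 µM final, single point; Schedule: 37 °C 15-min filament assembly, 30-min compound preincubation, 15-min exchange; Technique: FRET fluorescence, excitation 485 nm, emission 520 nm; Benchmarks: control wells and blank wells on each plate.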
# FXIIa inh = factor XIIa (human) inhibition; hit rate 0.3% among 220,000; purified FXIIa, Boc-QGR-AMC fluorogenic substrate, 2 h; inhibition, % at 5 µM; in the data active means inhibition above about 40%;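 further: 0% = enzyme with no compound and 100% = blank without enzyme; many of its hits are not listed in these tables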
# TNF death inh = TNF-alpha cell death inhibition in Jurkat FADD-/- cells; hit rate 0.068% among 220,000; Jurkat FADD-/- TNF necroptosis rescue, ATP luminescence, 24 h; 0 = TNF only, 100 = no-TNF cells; AID 463075; activation (protection from cell death), % at 10 µM;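 active means activation, meaning protection from cell death, of at least 50% relative to plate controls; inactive means activation below 50%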;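 further: necroptosis triggered by 40 ng/mL TNF-alpha added together with compound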
# FXIa inh 1536 = inhibitors of human coagulation factor XIa. P03951. purified FXIa, Boc-Glu-Ala-Arg-AMC fluorogenic substrate. inhibition, % at 5 µM. hit rate 0.14% among 220,000. AID 798;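 active means inhibition of at least 40%; inactive means inhibition below 40%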;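 further: fluorescence of freed AMC excited at 355 nm; 0% = enzyme without compound and 100% = no enzyme blank; many of its hits are not listed in these tables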
# hK5 inh = inhibitors of human kallikrein 5; Q9Y337; recombinant hK5, fluorogenic AMC substrate cleavage; inhibition, % at 5 µM; hit rate 0.59% among 210,000;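 active means inhibition of 40% or more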;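 further: 0% = enzyme controls without compound and 100% = no-enzyme blanks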
# Target sequence (Q9Y337 67-293 limits assumed): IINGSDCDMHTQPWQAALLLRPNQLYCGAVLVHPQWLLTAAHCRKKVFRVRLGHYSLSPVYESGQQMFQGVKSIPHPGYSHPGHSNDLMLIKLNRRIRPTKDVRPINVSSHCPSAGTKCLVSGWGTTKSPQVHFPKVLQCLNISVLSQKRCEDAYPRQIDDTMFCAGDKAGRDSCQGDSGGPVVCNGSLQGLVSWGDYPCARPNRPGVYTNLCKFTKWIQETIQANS
# Cl transport mod = modulators of human KCC2 chloride dependent transport. Q9H2X9. KCC2 cells, thallium flux FluoZin-2 fluorescence. B-score of Tl+ flux slope (higher = more flux/activation; lower = inhibition) at 10 µM. hit rate 2.2% among 190,000. AID 1456;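 active means thallium flux slope and its plate-corrected score both differing from the plate sample mean at a set confidence after two filtering rounds, in either direction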;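 further: slope of fluorescence scaled to starting intensity during 10 to 20 s after thallium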
# L929 necroptosis = L929 zVAD cell death inhibition | L929 zVAD necroptosis rescue, ATP luminescence, 24 h; with zVAD 60 µM | viability rescue, % at 10 µM | hit rate 0.38% among 220,000 | AID 1377;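 active means activation, scaled between plate controls, above about 75%, limit read from the data; inactive means activation under that limit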;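 further: 0% = zVAD with DMSO and 100% = DMSO alone without zVAD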
# Thrombin inh = blocks human thrombin protease activity; P00734; alpha-thrombin, Boc-VPR-AMC fluorogenic substrate cleavage; inhibition, % at 5 µM; hit rate 0.26% among 220,000;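 active means inhibition at or above 40%; inactive means inhibition below 40%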;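 further: 0% = enzyme with no compound and 100% = wells without enzyme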
#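 Material: human alpha-thrombin enzyme / Medium: pH 7.5 Tris (50 mM) with NaCl 150 mM, Tween 20 0.05% / Compound: single-point dosing at 5 µM, 0.2% DMSO / Incubation: enzyme reaction carried out at room temperature / Detection: AMC fluorescence, 355/460 nm / Read-out basis: percent inhibition scaled between no-compound controls and no-enzyme blanks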
# * hit, by the source's call; . = no result given. The list is partial (hit frequency here may not be typical).
No.	SMILES	Hck-Nef inh	Rad51 HR inh	FXIIa inh	TNF death inh	FXIa inh 1536	hK5 inh	Cl transport mod	L929 necroptosis	Thrombin inh
1	CCOC(=O)C1=C(C)NC(C)=C(C(=O)OCC)C1C(=O)OCC(=O)N1c2ccccc2CC1C (stereo unspecified)	7	2	6	-1.5	3	-1	.	0.3	-9
2	COC(=O)c1ccc(CN2CCN(CC(C)C)C(CCO)C2)cc1 (stereo unspecified)	-1	.	6	3.2	4	2	0.71	0.7	-7
3	O=C(CSc1ccccn1)Nc1ccc(F)c([N+](=O)[O-])c1	6	.	13	0.2	3	.	-0.32	-0.4	0
4	CCS(=O)(=O)c1ccc(OC)c(N=Nc2ccc(O)c3ncccc23)c1	7	11	-5	-11	-4	-26	0.51	-0.6	1
5	CC1(C)CC(=O)c2c(-c3cccs3)n[nH]c2C1	1	-1	14	0.9	7	2	.	1.0	4
6	Cc1ccc(S(=O)(=O)CCC(=O)OCC(=O)c2c[nH]c3ccccc23)cc1	4	5	13	1.3	7	-22	-2.2	1.3	-9
7	COC(=O)c1sccc1NC(=O)C1C2C=CC(O2)C1C(=O)O (stereo unspecified)	9	-9	-8	-1.4	-5	5	0.95	-0.3	-1
8	Nc1nc(Sc2ccc(C(F)(F)F)cn2)n[nH]1	-4	5	3	0.5	-5	-7	0.73	0.3	-9
9	CCCCOC(=O)CSc1nc2c(cc1C#N)C(=O)CC(C)(C)C2	11	1	7	-1.4	4	-2	-0.11	0.5	-5
10	CC(C)(C)[C@H]1C=C(C(N)=O)O[C@@H](OCc2ccc(CO)cc2)C1	14	2	5	0.0	0	0	0.68	-0.7	-3
11	O=C(N/N=C/C=C/c1ccccc1[N+](=O)[O-])c1cccs1	1	-10	15	0.9	4	2	-1.3	3.7	-6
12	Cc1cc(C)c2nc(NC(=O)c3cccc(S(=O)(=O)N4CCc5ccccc54)c3)sc2c1	6	-1	0	2.2	-10	-5	0.022	1.3	-8
13	O=C(O)C1CC(=O)N(c2ccc(F)cc2)C1 (stereo unspecified)	-3	5	2	-2.2	-2	-20	-0.0049	0.6	-10
14	O=C(O)C1CCCCC1C(=O)OCCCCOC(=O)C1CCCCC1C(=O)O (stereo unspecified)	0	-9	-7	-0.7	3	6	0.23	-0.2	-19
15	Cc1nn(C)c(C)c1Sc1ccccc1N	29	15	5	-0.2	-3	0	-0.12	2.6	-8
16	C/C(=N\NC(=O)C1CC1)c1ccc(Cl)c(Cl)c1	0	5	19	0.1	-3	-8	-0.43	0.2	2
17	CCC(C)C(NC=C1C(=O)OC(C)(C)OC1=O)C(=O)O (stereo unspecified)	-2	-1	12	0.1	-3	-8	.	0.2	5
18	N#CCSc1nc2c(c(=O)n1Cc1ccccc1)C1(CCCC1)Cc1ccccc1-2	-8	-1	-1	2.7	-10	0	1.4	0.8	-4
19	CC(C)(CO)NC(=O)CC1C(=O)NCCN1CC(c1ccccc1)c1ccccc1 (stereo unspecified)	18	3	10	1.1	-3	-2	-0.045	1.9	-6
20	COC(=O)c1c(NC(=O)CN2CCN(S(=O)(=O)c3ccccc3[N+](=O)[O-])CC2)sc2c1CCC(C)C2 (stereo unspecified)	3	2	9	1.3	4	-21	1.6	3.5	-6

# Other entries follow:
No.	SMILES	Hck-Nef inh	Rad51 HR inh	FXIIa inh	TNF death inh	FXIa inh 1536	hK5 inh	Cl transport mod	L929 necroptosis	Thrombin inh
21	Cc1ccc(Nc2nc(C)c(CCC(C)C)c(=O)[nH]2)cc1	-1	4	17	0.3	2	-18	.	11	7
22	O=C(O)CC1SC(=Nc2ccc(O)cc2)NC1=O (stereo unspecified)	17	2	8	1.6	11	4	0.044	1.5	.
23	CCOc1ccc(NC(=O)C(NC(=O)C2CCC(C)CC2)C(C)C)cc1 (stereo unspecified)	1	2	11	-0.5	0	8	0.5	2.5	3
24	COC(=O)c1sccc1NC(=O)CN(C)NS(=O)(=O)c1ccc(Cl)cc1	2	-4	20	-10	6	-15	.	-0.3	4
25	NS(=O)(=O)c1ccc(NC(=O)c2ccc(S(=O)(=O)N3CCc4ccccc43)cc2)cc1	37	-4	-1	-0.5	-3	-5	0.061	1.0	-4
26	CCc1cc(C(=O)Nc2ccccc2)cs1	-3	-5	13	0.4	-1	-3	0.0025	2.4	-2
27	Cc1cc(NC(=O)c2cc(-c3cccs3)on2)no1	0	-7	16	-9.5	5	-2	-0.12	0.4	6
28	CC(C)c1ccc(/C=C2\SC(N3CCCC3)=NC2=O)cc1	14	10	4	-3.5	1	1	-0.035	.	1
29	O=C1NCCN(Cc2ccoc2)C1CC(=O)N(CCO)Cc1ccccc1 (stereo unspecified)	9	5	11	-0.4	1	4	0.85	0.1	2
30	COC(=O)c1cc(NC(=O)c2c(Cl)cnn2C)cc(C(=O)OC)c1	3	-3	6	0.9	4	-26	0.32	0.1	-2
31	N#Cc1ncc(C(F)(F)F)cc1Oc1cccnc1	17	17	5	1.2	-3	-6	0.0098	0.3	-6
32	COc1cccc(C2C(C(N)=O)=C(C)Nc3nc(CCCO)nn32)c1OC (stereo unspecified)	21	-4	13	0.2	0	0	1.4	0.2	-1
33	O=C(Cn1cnc2c(nnn2Cc2ccc(F)cc2)c1=O)N1CCCc2ccccc21	5	0	6	0.2	-1	3	-4*	0.7	-3
34	CN1C(C(=O)NCc2cccc(C(F)(F)F)c2)CC2Cn3c(nc4cc5ccccc5cc43)C21 (stereo unspecified)	25	-1	7	2.3	2	2	0.2	0.6	0
35	CCN(C(=O)COC(=O)c1c2c(nc3ccccc13)/C(=C/c1ccccc1)CC(C)C2)C1CCS(=O)(=O)C1 (stereo unspecified)	4	1	10	4.7	5	-13	-0.03	15	-6
36	CCN1CCN(c2nc(Nc3cccc(C)c3)nc(N)c2[N+](=O)[O-])CC1	3	27	7	2.4	8	1	0.0075	1.1	-1
37	COc1cc(C(=O)NC2CCCc3ccccc32)ccc1OCC(=O)Nc1ccc(F)cc1 (stereo unspecified)	-11	-1	8	2.9	-1	-14	0.67	3.1	-5
38	CCOc1cc(/C=C2\C(=O)N(Cc3ccc(C)cc3)C(C)=C2C(=O)OC)ccc1O	-1	.	0	-6.9	-6	23	-0.027	-0.4	-5
39	O=C(O)CC(c1cccc2ccccc12)N1Cc2ccccc2C1=O (stereo unspecified)	4	-10	3	0.0	-1	-17	-0.37	1.0	2
40	Cc1sc2nc(CSc3ccc([N+](=O)[O-])c(C(F)(F)F)c3)[nH]c(=O)c2c1C	7	-15	21	1.2	11	-10	0.7	0.2	1

# Later entries
No.	SMILES	Hck-Nef inh	Rad51 HR inh	FXIIa inh	TNF death inh	FXIa inh 1536	hK5 inh	Cl transport mod	L929 necroptosis	Thrombin inh
41	C=CCn1c(SCC(=O)NCC)nnc1-c1cc2c(s1)CCC(CC)C2 (stereo unspecified)	6	.	10	-1.5	7	-1	-3.8	0.4	2
42	CCC(=O)N(C)CCc1cc2c(c(OC)c1/C=N/Nc1ccc(C(=O)O)cc1)OCO2	6	-4	12	2.2	-1	1	0.46	-0.2	-1
43	N=c1c2c(n(Cc3ccc(F)cc3)c3c1CCC3)CCCC2	21	.	5	-3.2	-4	-2	-0.65	0.0	-1
44	CS(=O)(=O)N1CCCC(C(=O)NCCc2ccc(Cl)cc2)C1 (stereo unspecified)	0	1	-8	1.2	-2	6	.	2.3	-1
45	Cc1ccc(CNC(=O)Cn2nnc3ccccc3c2=O)cc1	12	-2	12	0.6	-2	-4	0.58	1.2	-4
46	C=CC[n+]1c(-c2ccc(OC)cc2)csc1NNC(=O)Nc1ccccc1	2	5	11	-7.6	0	-3	.	0.7	1
47	COC(=O)c1ccccc1NC(=O)c1c(Br)cnn1C	2	9	17	-2.3	0	-2	-0.78	-0.1	3
48	CC1(CC(=O)NNC(=O)Nc2ccccc2)OCCCO1	21	-5	6	-0.5	0	2	-0.52	8.4	-8
49	CCOc1cc(/C=N/N=C2/NC(=O)C(CC(=O)O)S2)ccc1OCc1ccc(Cl)cc1Cl (stereo unspecified)	54*	.	9	-0.9	-1	-9	-0.49	1.8	0
50	CCOC(=O)c1c(C)[nH]c(C(=O)COC(=O)C2=NNC(=O)CC2)c1C	26	5	1	-0.2	-2	-3	-0.15	1.8	6
51	NC(=O)CSc1nnc(SCc2ccc(F)cc2)s1	0	5	11	-0.5	-3	0	-1.7	0.1	-4
52	Cc1nn(-c2ccc(C(=O)O)cc2)c(C)c1Cl	15	-6	9	0.6	-2	0	-0.19	6.2	-8
53	O=C(NNC(=O)c1cccnc1)Nc1cccc(Cl)c1Cl	-1	-5	0	1.8	-3	-9	0.16	2.9	-10
54	CCOc1ccc(CNC(=O)CCS(=O)(=O)Cc2ccccc2C)cc1OC	5	-1	2	-1.8	-9	-5	2.6	-0.6	-6
55	O=C(O)COc1ccccc1/C=N/NC(=O)c1cc(-c2ccccc2)nc2ccccc12	18	.	2	7.4	-3	-6	0.1	0.5	-13
56	CCOC(=O)CC(/C(C)=N\O)c1ccccc1 (stereo unspecified)	3	-1	-8	-0.4	-5	0	-0.21	0.2	-6
57	CCCS(=O)(=O)N1CCC(C(=O)NCc2ccccc2Cl)CC1	0	2	1	0.8	-9	-2	-0.47	1.1	-4
58	Cc1cc(SCC(=O)OCC(=O)c2c(N)n(C)c(=O)n(C)c2=O)c(C)cc1Br	55*	-5	11	-0.1	8	22	0.054	-0.5	2
59	C=CCc1c(C)nc(SCC(=C)C)[nH]c1=O	18	3	5	-0.6	0	0	-0.64	-0.7	2

# In the list so far, 7 contain two or more sulfur atoms:
No.	SMILES	Hck-Nef inh	Rad51 HR inh	FXIIa inh	TNF death inh	FXIa inh 1536	hK5 inh	Cl transport mod	L929 necroptosis	Thrombin inh
12	Cc1cc(C)c2nc(NC(=O)c3cccc(S(=O)(=O)N4CCc5ccccc54)c3)sc2c1	6	-1	0	2.2	-10	-5	0.022	1.3	-8
20	COC(=O)c1c(NC(=O)CN2CCN(S(=O)(=O)c3ccccc3[N+](=O)[O-])CC2)sc2c1CCC(C)C2 (stereo unspecified)	3	2	9	1.3	4	-21	1.6	3.5	-6
24	COC(=O)c1sccc1NC(=O)CN(C)NS(=O)(=O)c1ccc(Cl)cc1	2	-4	20	-10	6	-15	.	-0.3	4
25	NS(=O)(=O)c1ccc(NC(=O)c2ccc(S(=O)(=O)N3CCc4ccccc43)cc2)cc1	37	-4	-1	-0.5	-3	-5	0.061	1.0	-4
40	Cc1sc2nc(CSc3ccc([N+](=O)[O-])c(C(F)(F)F)c3)[nH]c(=O)c2c1C	7	-15	21	1.2	11	-10	0.7	0.2	1
41	C=CCn1c(SCC(=O)NCC)nnc1-c1cc2c(s1)CCC(CC)C2 (stereo unspecified)	6	.	10	-1.5	7	-1	-3.8	0.4	2
51	NC(=O)CSc1nnc(SCc2ccc(F)cc2)s1	0	5	11	-0.5	-3	0	-1.7	0.1	-4
